# Lipid storage S3 = qHTS Assay for Lipid Storage Modulators in Drosophila S3 Cells. AID 2685. Potency in µM for hits, for the others lipid storage change, negative = inhibition, % at the top dose, mostly 46.1 µM. 0.64% of 320,000 active. Drosophila S3 cells, BODIPY lipid droplet fluorescence, 18-24 h; cells fed with added oleic acid; active = well fitted inhibition curve with a large enough effect in the signal ratio, with a control signal flat, not every such curve was filed as active; inconclusive = small, poorly fitted or top-dose-only effect, or effect the other way, or a change in a side signal; the % refers to the signal ratio
#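 Laser-scanning cytometry quantifies lipid droplet accumulation (500–530 nm total intensity; droplet/cell object ratio) in oleic acid-fed (400 uM added) Drosophila S3 cells treated with a concentration series. 20 uM Triacsin C defined 100% inhibition.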
# Lipid storage S3 cell count max = also measured in Lipid storage S3; calls as there; cell number change, %; measured here: cell count max response;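 cells counted by Cell Tracker Red CMTPX staining in the red channel; peak over a dose series mostly up to 46.1 µM; percent activity relative to internal control wells on each plate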
# * = called active by the depositor; i = inactive; ? = inconclusive; . = not tested or not shown; & = joins results of further samples. % is scaled to controls: 0 for no effect and ±100 for the full control effect; potency is read from the fitted curve at half-maximal effect. A portion of the library; count on the stated rates, not on these rows.
# Screens in order: Lipid storage S3	Lipid storage S3 cell count max
Cc1cccc(C(=O)Nc2ccc(NC(=O)c3ccccc3)cc2)c1
 : ?	.
Cc1ccc(C)c(NC(=S)N2CCCC2)c1
 : -18.6%	-12.4
CCOc1ccc2nc(SC(CC)C(=O)Nc3cc(C)on3)sc2c1 (stereo not given)
 : 14.7%	-2.0
CCCOC(=O)c1cccc(Nc2nc(-c3cccnc3)nc3ccccc23)c1
 : ?	.
Cc1cccc(C(=O)NCCCNC(=O)c2ccc(C)nc2)c1
 : ?	.
CCOC(=O)C1CCN(C2=NC(=O)/C(=C/c3ccccc3OC)S2)CC1
 : -6.8%	46.8
O=C(Cc1ccccc1)NCCc1cnc[nH]1
 : 22.6%	-1.4
COc1ccc(N(CC(=O)NCCC2=CCCCC2)S(C)(=O)=O)cc1
 : i	23.6
COc1ccc(CN2CCN(C3CCC3)CC2CCO)c(C)c1C (stereo not given)
 : 15.2%	14.0
CCCN1CNC(=S)N(c2ccccc2OCC)C1
 : -5.8%	11.8
Cc1sc(NC(=O)CSc2nnnn2C)c(C#N)c1C
 : ?	.
O=C(NCCC1=CCCCC1)NC12CC3CC(CC(C3)C1)C2
 : -8.2%	-9.2
O=C(CCC1CCCC1)Nc1ccc(C(=O)NCc2cccnc2)cc1
 : 8.9%	-4.5
Cn1c(=O)oc2cc(S(=O)(=O)N3CCC(C(=O)Nc4ccc(OC(F)(F)F)cc4)CC3)ccc21
 : ?	.
O=C(Nc1ccc2c(c1)CCC2)c1ccc(Cl)nc1
 : -5.3%	-11.6
O=C(CSc1n[nH]c(-c2ccccc2)n1)N1CCCC1
 : ?	.
CS(=O)(=O)Nc1cccc(-c2cnc3ccccc3n2)c1
 : ?	.
CCN(CC)CCN(Cc1cc2cccc(C)c2[nH]c1=O)C(=S)Nc1ccccc1
 : -3.9%	4.0
Cc1ccc(C(=O)N2CCCCC2)cc1NC1=C(Cl)C(=O)N(Cc2ccccc2)C1=O
 : ?	.
NC(=O)CSc1nnc(COc2cccc3ccccc23)o1
 : ?	.
OCC#CCSc1nnc(-c2ccncc2)o1
 : ?	.
OCCN1CCN(CC(O)COCCOc2ccc(Br)cc2)CC1 (stereo not given)
 : -0.7%	-8.4
Cc1cc(C)c(S(=O)(=O)c2cccc(C(F)(F)F)c2)c(=O)[nH]1
 : i	7.1
CCOc1cc2[nH]c(=S)n(C3CCN(Cc4ccccc4)CC3)c(=O)c2cc1OCC
 : -6.4%	7.4
CCN(CC)S(=O)(=O)c1cc(NC(=O)CSc2n[nH]c(N)n2)ccc1C
 : 5.6%	5.4
Cc1ccc(-n2c3c(cc(C(=O)NCC(=O)c4ccccc4)c2=O)C(=O)CCC3)cc1
 : ?	.
O=C1CCCN1CN(C(=O)c1ccccc1)c1ccccc1
 : ?	.
CCCN1CCN(CCCNC(=O)CCNC(=O)Cn2ccc3ccccc3c2=O)CC1
 : ?	.
CCC(CC)C(=O)N1CC(=O)Nc2ccc(F)cc2C1c1ccc(F)cc1 (stereo not given)
 : ?	.
Cc1ccc(NC(=O)c2noc3c2CCCCC3)cc1
 : 4.1%	-14.3
O=C(C#Cc1ccccc1)Nc1cccc(F)c1
 : 1.16µM*	-19.6*
O=C(OCC(=O)N1CCN(c2ccccc2)CC1)C1CCCN1S(=O)(=O)c1ccc(Cl)cc1 (stereo not given)
 : ?	.
O=C(CP(=O)(O)CC(=O)c1ccccc1)c1ccccc1
 : ?	.
O=C(NC1CCCC1)C(c1ccncc1)N(C(=O)Cc1cccs1)c1ccc(F)cc1 (stereo not given)
 : 29.1µM*	3.3*
CCN(CC(=O)Nc1cccc(C(C)=O)c1)S(=O)(=O)c1ccc(OC)cc1
 : ?	.
O=C(N[C@@H](Cc1c[nH]c2ccccc12)C(=O)O)c1ccccc1Cl
 : ?	.
COc1cccc(NS(=O)(=O)c2c(C)nc3sccn3c2=O)c1
 : -5.3%	18.4
COc1ccccc1C(=O)N1CCC(N2CCN(c3ccccc3)CC2)CC1
 : 13.9%	-10.4
O=C1NC(CCc2ccccc2)C(=O)N1CCOc1ccccc1 (stereo not given)
 : ?	.
COc1ccc(OC(C)=O)c(C2c3cc(OC)c(OC)cc3CCN2C(C)=O)c1 (stereo not given)
 : ?	.
CCOc1ccc(NC(=O)CN(C)C(=O)c2cccnc2Sc2ccccc2Cl)cc1OCC
 : ?	.
O=C(C1CCCN(S(=O)(=O)Cc2ccccc2)C1)N1CCc2ccccc21 (stereo not given)
 : ?	.
O=C(CSc1nnc(-c2ccc(O)cc2)n1-c1ccccc1)CC(=O)Nc1ccccc1
 : -11.2%	-10.1
Cc1ccc(S(=O)(=O)NCC(=O)NCc2ccncc2)cc1
 : 5.4%	3.6
COCCCNC(=O)c1ccc([N+](=O)[O-])c(Cl)c1
 : 9.8%	-1.4
Cc1cc(NC(=O)CN2CCCC2c2nc3ccccc3s2)no1 (stereo not given)
 : ?	.
Cc1ccnc(NC(=O)c2cccc(S(=O)(=O)NCc3ccccc3)c2)c1
 : ?	.
CC(C)[C@H](N)C(=O)OCCOCn1cnc2c(=O)[nH]c(N)nc21
 : -21.2%	.
CC1(C)Cc2c(cnn2-c2ccccc2)C(NC(=O)CCCN2CCCCC2=O)C1 (stereo not given)
 : -0.3%	-15.6
Cn1c(SCC(=O)NC2CCCCC2)nnc1-c1ccncc1
 : 10.6%	17.1
Cc1nnc(SC(C)C(=O)Nc2ccc(S(=O)(=O)N3CCCCC3)cc2)s1 (stereo not given)
 : 2.8%	-11.1
CC(=O)N(c1ccccc1)c1nnc(-c2cnc(C)cn2)s1
 : -5.5%	25.4
O=c1[nH]nc(SCCS(=O)(=O)c2ccc(F)cc2)n1-c1ccccc1
 : ?	.
O=Cc1c[nH]c2ncccc12
 : 12.8%	-0.2
CCN(CC)C(=O)c1cn(C)c(=O)c2cc(OC)c(OC)cc12
 : i	20.1
CCCCOP(=O)(c1ccc(N(C)C)cc1)C(O)c1ccc(N(C)C)cc1 (stereo not given)
 : -5.3%	17.2
Cn1cccc1C(=O)Nc1nc(-c2ccccn2)cs1
 : ?	.
NS(=O)(=O)c1cccc(NC(=O)COC(=O)CN2C(=O)c3ccccc3C2=O)c1
 : ?	.
CC(=O)C1=C(C)Nc2ncnn2C1c1ccc(Cl)cc1Cl (stereo not given)
 : ?	.
COC(=O)c1ccccc1NC(=O)CSc1nnc(-c2ccoc2C)n1C
 : ?	.

# The results go on.
# Screens in order: Lipid storage S3	Lipid storage S3 cell count max
S=C1NC(c2ccccc2)=NCN1c1ccc(Br)cc1
 : 7.9%	16.6
Cc1ccc(-c2nn(CCC(=O)NC(C)C)c(=O)c3ccccc23)cc1
 : 0.3%	-7.8
O=C(N/N=C/c1ccco1)c1cc(C2CC2)[nH]n1
 : -8.4%	1.8
COc1cc(NC(=O)c2ccco2)ccc1NC(=O)C(C)C
 : 0.7%	7.9
COC(=O)C(NC(=O)c1cccnc1Cl)C(C)C (stereo not given)
 : 12.9%	11.0
C#CC(C)(C)NC(=S)NC1CC2C=CC1C2 (stereo not given)
 : ?	.
CCOC(=O)N1CCC2(CC1)C(C#N)=C(N)Oc1n[nH]c(CSc3ccc(C)cc3)c12
 : i	-18.0
C=CCn1cnc2c(c1=O)c1nc3ccccc3nc1n2/N=C/c1cccc(OC)c1OC
 : 7.5%	2.0
CC1CC(C)(C)NC(=S)N1CCC(=O)NCCc1ccc(Cl)cc1 (stereo not given)
 : ?	.
Cc1ccccc1NC(=O)COC(=O)CN1C(=O)NC(C)(C)C1=O
 : ?	.
COc1ccc(N2CCN(CC(=O)N3c4ccccc4CC3C)CC2)cc1 (stereo not given)
 : 14.9%	24.6
CC(C)C[C@H](NC(=O)c1[nH]cnc1C(=O)N[C@@H](C)C(=O)OCc1ccccc1)C(=O)OC(C)(C)C
 : ?	.
O=C(CCN1C(=O)COc2ccccc21)NCCN1CCc2ccccc2C1
 : 9.4%	-3.5
O=C(c1ccccc1NS(=O)(=O)c1cccs1)N1CCCC1
 : ?	.
Cc1nc(N2CCOCC2)nc(N2CCC(C)CC2)c1[N+](=O)[O-]
 : -6.4%	-3.0
COc1ccc(NC(=S)Nc2ccccc2)cc1
 : 8.5%&-2.2%	-1.3&1.4
CCN(CC)CCNC(=O)CNC(=O)c1nn(-c2ccc(OC)c(OC)c2)c(=O)c2ccccc12
 : ?	.
COc1cc(NC(=O)c2cccs2)ccc1NC(=O)c1cc2ccccc2o1
 : ?	.
CCOc1cc(CNn2cnnc2)cc(Cl)c1OCC(=O)NC(C)(C)C
 : -2.5%	21.4
Cc1ccccc1C(=O)c1ccc2c(c1)n(C)c(=O)n2C
 : 18.8%	-13.9
CC(=O)Cc1nsc(NC(=O)c2c(-c3ccccc3Cl)noc2C)n1
 : ?	.
Cc1cc(S(=O)(=O)NC2CC(C)(C)NC(C)(C)C2)c(Cl)cc1Cl
 : -16.4%	7.7
Cc1nn(-c2ccc(F)cc2)c(Cl)c1/C=C/C(=O)OCC(=O)Nc1ccc(F)cc1F
 : -10.2%	-22.7
Cc1ccc(NC(=O)COc2cccnc2[N+](=O)[O-])cc1S(=O)(=O)N1CCCCC1
 : ?	.
Cc1cc(C(=O)N2CCCC(CNS(=O)(=O)c3cccs3)C2)nn1C (stereo not given)
 : 6.8%	7.9
COc1ccc(OC)c2c1cc(C(=O)N[C@H](C(=O)N1CCC[C@H]1C(=O)O)C(C)C)n2C
 : 25.9%	3.2
COc1ccccc1OCC(=O)N1CCC2(CC1)CC(=O)c1ccccc1O2
 : i	.
CCCCn1nnnc1NCc1cc(OC)c(OC)cc1OC
 : 23.7%	1.0
CCn1ncc(/C=N/NS(=O)(=O)c2ccc(Cl)cc2)c1C
 : ?	.
COc1cccc(OCc2nc3ccccc3c(=O)n2N)c1
 : ?	.
CCSC(=Nc1ccccc1)Nc1ccccc1
 : ?	.
O=C(NCCC(=O)N1CCNC1=O)OCc1ccccc1
 : ?	.
O=S(=O)(NCCc1ccccc1)c1ccc(-n2cnnn2)cc1
 : i	-21.0
O=C(COC(=O)c1cc(S(=O)(=O)N2CCOCC2)ccc1Cl)NCCc1ccccc1
 : 8.9%	-12.8
NC(=O)CC(NC(=O)Cc1ccc(Cl)cc1)c1ccc(NCCCN2CCCC2=O)c([N+](=O)[O-])c1 (stereo not given)
 : ?	.
Cc1cc(NC(=O)CSc2ncnc3sc(C)c(C)c23)no1
 : i	.
COc1ccc([N+](=O)[O-])cc1NC(=S)NC(C)=O
 : -18.5%	0.6
Cc1ccc(/C=N/n2c(-c3cccnc3)n[nH]c2=S)o1
 : ?	.
COc1cccc(C(c2nnnn2Cc2ccccc2)N2CCN(C(=O)c3ccco3)CC2)c1OC (stereo not given)
 : i	.
C=CCn1c2ccccc2c2nnc(SCCN3CCCCC3)nc21
 : ?	.
COc1ccc(NC(=O)C2C(c3ccccc3)C2(Cl)Cl)cc1 (stereo not given)
 : -5.2%	19.2
COc1cc(/C=N/NC(=O)c2cc3c(ccc4ccccc43)o2)cc(OC)c1O
 : ?	.
Cc1nc(CCN2C(=O)c3ccccc3C2=O)n[nH]1
 : i	12.7
COc1ccc(/C=C/C(=O)NCCCc2ccccc2)cc1OC
 : ?	.
CC1CCCCN1C(=S)Nc1ccc2nc3n(c(=O)c2c1)CCCCC3 (stereo not given)
 : ?	.
CN1C(CC(=O)c2ccccc2)CCCC1CC(O)c1ccccc1 (stereo not given)
 : 18.4µM*	-3.6*
CN1CCN(c2ccc(CNS(=O)(=O)Cc3cccc(C(F)(F)F)c3)cc2)CC1
 : ?	.
COc1ccc(C(C)=O)c(OC(=O)c2ccco2)c1
 : -0.1%	-19.3
C/C(=N\NC(=O)CNc1cccc(Cl)c1C)c1cccs1
 : ?	.
CNC(=O)CN1C(=O)COc2ccc(S(=O)(=O)N3CCCCCC3)cc21
 : ?	.
Nc1nonc1-c1noc(CCCCCN2C(=O)c3ccccc3C2=O)n1
 : i	.
CCOc1ccc(CCNC(=O)CN2C(=O)NC3(CCCCC3)C2=O)cc1OCC
 : ?	.
O=C1CCC([N+](=O)[O-])C(c2ccccc2Br)N1 (stereo not given)
 : ?	.
COC(=O)c1sc2ccccc2c1NC(=O)c1coc2ccccc2c1=O
 : 3.8%	2.7
Cc1ccc(NC(=O)CCNC(=O)c2ccc(Br)cc2)cc1S(=O)(=O)N1CCOCC1
 : ?	.
O=S(=O)(c1ccc(Cl)cc1)c1nc(-c2ccco2)oc1N1CCCCC1
 : ?	.
Cc1cc(C)n2nc(C(=O)OCC(=O)NCc3ccc(Cl)cc3)nc2n1
 : ?	.
COc1ccc(Cl)c2c1[nH]c1nc(SCc3ccccn3)nnc12
 : 0.6%	-0.5
COc1cc(/C=N/NC(N)=O)ccc1OCC(=O)Nc1cc(C)c(C)cc1Br
 : -0.3%	8.5
O=C(OCC(=O)N1CCc2ccccc21)c1ccccc1[N+](=O)[O-]
 : ?	.
COc1ccc(CNC(=O)[C@H](C)NC(=O)C2CCN(C(=O)[C@@H](N)Cc3ccccc3)CC2)cc1
 : ?	.
COc1ccc(S(=O)(=O)Nc2nncs2)cc1
 : -0.1%	-2.8
CCCCc1nnc(NC(=O)CSCc2cc(=O)n3c(C)csc3n2)s1
 : ?	.

# Compound profiles, as listed above:
# `COc1ccc(CNC(=O)[C@H](C)NC(=O)C2CCN(C(=O)[C@@H](N)Cc3ccccc3)CC2)cc1` reads Lipid storage S3: ?; Lipid storage S3 cell count max: .
# `COc1ccc(Cl)c2c1[nH]c1nc(SCc3ccccn3)nnc12` reads Lipid storage S3: 0.6%; Lipid storage S3 cell count max: -0.5

# From PubChem BioAssay
